Compound activity: PubChem BioAssay, The Scripps Research Institute Molecular Screening Center
FBW7 activator = FBW7 E3 ligase activators, primary screen, biochemical, AlphaScreen, human. hit rate 0.13% among 650,000. AlphaScreen FBW7–phospho-cyclin E peptide binding, activator screen. normalized activity (activation), % at 26.1 µM; in the data active = normalized activity above about 1.9%;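 also: purified mutant Fbw7 with reduced substrate affinity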
TEAD-YAP block = TEAD-YAP interaction inhibition, primary screen, TEAD-YAP interaction inhibitor project, luminescence, HEK-TIYL cells | TEAD-Gal4/YAP UAS-luciferase luminescence | inhibition, % at 9.12 µM | hit rate 1.4% among 640,000; in the data active = inhibition above about 32%;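 also: 0% = median of test compound wells and 100% = reference inhibitor wells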
MITF inh = MITF inhibitors, primary screen, biochemical, AlphaScreen, human; hit rate 0.91% among 650,000; inhibition, % at 2.6 µM; AlphaScreen MITF homodimerization, bead proximity signal; AID 1259374, 2018; Microphthalmia-associated transcription factor (Homo sapiens), O75030; in the data active = inhibition above about 50%;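 also: 0% = vehicle wells with protein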
Target sequence (O75030 whole entry, looked up): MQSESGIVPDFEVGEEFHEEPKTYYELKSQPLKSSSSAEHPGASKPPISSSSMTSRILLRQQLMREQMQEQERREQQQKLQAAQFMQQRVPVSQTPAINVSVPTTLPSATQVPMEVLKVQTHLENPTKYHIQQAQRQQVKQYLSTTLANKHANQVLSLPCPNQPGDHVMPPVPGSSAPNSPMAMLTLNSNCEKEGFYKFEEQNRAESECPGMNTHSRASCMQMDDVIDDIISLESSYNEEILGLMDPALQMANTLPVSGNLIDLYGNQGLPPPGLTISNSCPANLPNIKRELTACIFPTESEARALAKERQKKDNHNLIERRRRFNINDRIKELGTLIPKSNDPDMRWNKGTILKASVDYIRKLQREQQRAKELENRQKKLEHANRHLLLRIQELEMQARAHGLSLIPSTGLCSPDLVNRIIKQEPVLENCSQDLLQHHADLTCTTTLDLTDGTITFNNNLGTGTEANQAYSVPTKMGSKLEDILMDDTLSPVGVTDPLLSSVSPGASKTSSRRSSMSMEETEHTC
GPR151 ag = activators of human GPR151, primary screen, cell-based, PathHunter beta-arrestin, luminescence | G-protein coupled receptor 151 (Homo sapiens), Q8TDV0 | PathHunter beta-arrestin GPR151 cells | activation, % at 11.2 µM | hit rate 1% among 650,000 | AID 1508602, 2020; in the data active = activation above about 4.9%;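 also: 0% = median of compound wells and 100% = cells with positive control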
Target sequence (Q8TDV0 whole entry, looked up): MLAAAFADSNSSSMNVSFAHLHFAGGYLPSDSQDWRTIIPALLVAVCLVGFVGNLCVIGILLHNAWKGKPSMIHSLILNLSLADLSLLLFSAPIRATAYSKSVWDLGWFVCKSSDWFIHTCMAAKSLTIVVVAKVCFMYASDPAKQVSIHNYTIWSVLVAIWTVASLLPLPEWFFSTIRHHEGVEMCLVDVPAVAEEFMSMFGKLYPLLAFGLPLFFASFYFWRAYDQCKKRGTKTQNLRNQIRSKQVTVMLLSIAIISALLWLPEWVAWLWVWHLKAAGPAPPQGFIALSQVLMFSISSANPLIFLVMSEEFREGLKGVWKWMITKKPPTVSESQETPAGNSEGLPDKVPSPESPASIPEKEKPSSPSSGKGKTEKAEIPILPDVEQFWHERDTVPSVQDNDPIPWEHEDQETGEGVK
Active calls of the source: *.

Screening Cc1ccc2sc(NC(=O)Cc3ccccc3)nc2c1C returned FBW7 activator 0.6, TEAD-YAP block -6, MITF inh -8 and GPR151 ag 3.2.
`COc1ccc(CCN(C(=O)/C=C/C(=O)O)C2CC(=O)N(c3ccc(Cl)cc3)C2=O)cc1OC` (stereo not drawn) gave FBW7 activator -0.1, TEAD-YAP block 4, MITF inh 2 and GPR151 ag 0.8.
O=S(=O)(Nc1cccc(Br)c1)N1CCCCC1 was read as FBW7 activator -0.1, TEAD-YAP block -4, MITF inh -8 and GPR151 ag 1.5.
Screening O=C1c2cccc3c(NCc4ccccc4O)ccc(c23)C(=O)N1c1ccccc1 returned FBW7 activator -0.1, TEAD-YAP block -1, MITF inh -10 and GPR151 ag -1.0.
Screening CC(C)CNC(=O)c1cccc(NC(=O)C(C)Oc2ccccc2)c1 (stereo not drawn) returned FBW7 activator 0.1, TEAD-YAP block 2, MITF inh 5 and GPR151 ag 0.4.
`COc1cc(/C=N/O)ccc1OCc1ccc(C)cc1` gave FBW7 activator 0.9, TEAD-YAP block 14, MITF inh 12 and GPR151 ag -2.1.
For O=[N+]([O-])c1ccc(-n2nnc(CO)c2CO)cc1 the results were FBW7 activator 0.1, TEAD-YAP block 1, MITF inh 17 and GPR151 ag -1.0.
For O=C(NCc1ccco1)c1cc2ncc(Br)cn2n1 the results were FBW7 activator 0.8, TEAD-YAP block 7, MITF inh 9 and GPR151 ag -1.1.
O=C(COc1ccccc1)Nc1ccc(N2CCC(NCc3n[nH]c4c3CCC4)CC2)cc1 was read as FBW7 activator -0.3, TEAD-YAP block -4, MITF inh -5 and GPR151 ag 0.3.
Screening O=C(CN1C(=O)c2ccccc2C1=O)Nc1ccc(Cl)cn1 returned FBW7 activator 0.3, TEAD-YAP block 1, MITF inh -4 and GPR151 ag -0.1.
Screening O=C(COc1ccc(Cl)cc1)Nc1ccccc1C(=O)Nc1ccccc1 returned FBW7 activator 0.0, TEAD-YAP block -4, MITF inh -6 and GPR151 ag -0.5.
COc1ccccc1-c1ocnc1C(=O)Nc1ccc(-c2ccc(C)o2)cc1 was read as FBW7 activator -0.2, TEAD-YAP block 7, MITF inh 5 and GPR151 ag 0.3.
`Cn1cccc1-c1n(C)c2ccccc2[n+]1C` gave FBW7 activator -0.1, TEAD-YAP block -3, MITF inh -6 and GPR151 ag -0.9.
`COc1cccc(/C=C2\NC(=O)NC2=O)c1O` gave FBW7 activator 0.0, TEAD-YAP block -13, MITF inh -10 and GPR151 ag 3.3.
`CC(C)COC(=O)C1C2C=CC3(CN(c4ccccc4Br)C(=O)C13)O2` (stereo not drawn) gave FBW7 activator -0.2, TEAD-YAP block 3, MITF inh -3 and GPR151 ag -0.5.
`CCC(C(=O)Nc1cc(Cl)ccc1O)c1ccccc1` (stereo not drawn) gave FBW7 activator -0.3, TEAD-YAP block -2, MITF inh -8 and GPR151 ag 4.3.
For CN1Cc2ccccc2CC1C(=O)N1CCC2(CC1)NC(=O)c1ccccc1O2 (stereo not drawn) the results were FBW7 activator 0.0, TEAD-YAP block 3, MITF inh 6 and GPR151 ag 0.8.
CCN(CC)CCNC(=O)c1c(O)c2cccc3c2n(c1=O)CC3 was read as FBW7 activator 0.4, TEAD-YAP block -6, MITF inh 10 and GPR151 ag 1.3.
Screening Cc1ccc(-n2c(=S)[nH]c3sc4c(c3c2=O)CCCCC4)cc1 returned FBW7 activator 0.2, TEAD-YAP block 2, MITF inh -5 and GPR151 ag 0.7.
`O=C(NCCNCc1cccc2ccccc12)c1ccco1` gave FBW7 activator -0.1, TEAD-YAP block -6, MITF inh 6 and GPR151 ag -0.6.
`Cc1cccc(N/C=C/C(=O)c2ccc(Br)cc2)n1` gave FBW7 activator -0.2, TEAD-YAP block -75, MITF inh 12 and GPR151 ag -0.4.
For COc1cc(Nc2nc(Nc3ccncn3)nc3nc[nH]c23)cc(OC)c1OC the results were FBW7 activator 0.3, TEAD-YAP block 5, MITF inh 5 and GPR151 ag -1.5.
Screening COC(=O)C1=C(C)NC2=C(C(=O)CC(c3ccc(OC)cc3)C2)C1c1cccc(OC)c1 (stereo not drawn) returned FBW7 activator 0.3, TEAD-YAP block 5, MITF inh 7 and GPR151 ag 0.9.
Nc1nnc(SCc2nc3scc(-c4ccc(Cl)cc4)c3c(=O)[nH]2)s1 was read as FBW7 activator -0.2, TEAD-YAP block -1, MITF inh 3 and GPR151 ag -0.3.
Cc1ccc(C(=O)OCC(=O)Nc2ccc3[nH]c(=O)[nH]c3c2)cc1[N+](=O)[O-] was read as FBW7 activator -0.1, TEAD-YAP block -3, MITF inh -1 and GPR151 ag 3.3.
CCOC(=O)c1c(NC(=O)C(CC(C)C)N2C(=O)c3ccccc3C2=O)sc2c1CCCC2 (stereo not drawn) was read as FBW7 activator 0.0, TEAD-YAP block -4, MITF inh 5 and GPR151 ag 0.0.
`CCOc1ccc(N)cc1S(=O)(=O)N1CCCCC1` gave FBW7 activator -0.2, TEAD-YAP block 4, MITF inh -7 and GPR151 ag -0.1.
For CCCCn1c(SCC(=O)Nc2cccc(OC)c2)nc2ccsc2c1=O the results were FBW7 activator -0.1, TEAD-YAP block -6, MITF inh -6 and GPR151 ag -1.1.
C=CCOC(=O)C1=C(C)NC2=C(C(=O)CCC2)C1c1cccc(Br)c1 (stereo not drawn) was read as FBW7 activator 0.2, TEAD-YAP block 3, MITF inh 5 and GPR151 ag -2.1.
For COc1cc(CNCCCN2CCOCC2)ccc1OCc1ccccc1Cl the results were FBW7 activator -0.1, TEAD-YAP block 3, MITF inh 6 and GPR151 ag -1.2.
`COc1ccc(C(NC(=O)C2CCN(C(=O)C(C)(C)C)CC2)c2ccccn2)cc1` (stereo not drawn) gave FBW7 activator 0.2, TEAD-YAP block 7, MITF inh 4 and GPR151 ag 0.6.
Screening N#CC1=C(N)Oc2n[nH]c(-c3ccc4ccccc4c3)c2C1c1ccc(O)cc1 (stereo not drawn) returned FBW7 activator -0.8, TEAD-YAP block 1, MITF inh -4 and GPR151 ag 0.4.
Screening CC(=O)N1CCc2cc(Br)cc(S(=O)(=O)CCC(=O)O)c21 returned FBW7 activator 0.2, TEAD-YAP block 8, MITF inh 42 and GPR151 ag 0.0.
`N#CC1=C(N)Oc2c(oc(CO)cc2=O)C1c1cccc(Cl)c1Cl` (stereo not drawn) gave FBW7 activator 0.2, TEAD-YAP block 0, MITF inh 7 and GPR151 ag 0.2.
Screening Cc1ccccc1CNC(=O)c1ccc(I)cc1 returned FBW7 activator 0.2, TEAD-YAP block 5, MITF inh 14 and GPR151 ag -1.2.
`Cc1cc(NS(=O)(=O)c2ccc3c(c2)NC(=O)C(C)C(=O)N3)ccc1Br` (stereo not drawn) gave FBW7 activator 0.1, TEAD-YAP block 6, MITF inh 12 and GPR151 ag 0.9.
Cc1c(NC(=O)c2cc(-c3cccs3)nc3ccccc23)c(=O)n(-c2ccccc2)n1C was read as FBW7 activator 0.1, TEAD-YAP block 28, MITF inh 3 and GPR151 ag 2.6.
For CCN(C(=O)c1cc2c(=O)n3cccc(C)c3nc2n1C)c1ccccc1 the results were FBW7 activator 1.0, TEAD-YAP block 12, MITF inh 53* and GPR151 ag -0.2.
For Cc1cccc(CN2CCc3nnc(CNC(=O)c4ccccn4)n3CC2)c1 the results were FBW7 activator -0.2, TEAD-YAP block -1, MITF inh 1 and GPR151 ag 1.0.
Cn1c(NCC2CCCO2)nc2c1c(=O)n(Cc1ccccc1)c(=O)n2C (stereo not drawn) was read as FBW7 activator 0.1, TEAD-YAP block 8, MITF inh 14 and GPR151 ag 0.0.
COc1ccc(CCNC(=O)c2ccc3nc(-c4c(C)nn(C)c4C)sc3c2)cc1 was read as FBW7 activator 0.1, TEAD-YAP block 0, MITF inh 8 and GPR151 ag 0.5.
`COc1ccc(CCNc2cc(N3CCC(N4CCOCC4)CC3)nc(N)n2)cc1` gave FBW7 activator -0.1, TEAD-YAP block 12, MITF inh 8 and GPR151 ag 0.5.
Cc1ccc(Cl)cc1NCc1c(CO)cnc(C)c1O was read as FBW7 activator 0.2, TEAD-YAP block -8, MITF inh -8 and GPR151 ag 0.1.
For Cc1cccc2c(=O)cc(C)n(CC(=O)Nc3ccccc3)c12 the results were FBW7 activator 0.0, TEAD-YAP block 0, MITF inh 0 and GPR151 ag 1.2.
For COc1ccc(-c2cc(C(=O)N3CCCCC3)no2)cc1 the results were FBW7 activator -0.1, TEAD-YAP block 6, MITF inh -2 and GPR151 ag -2.6.
For COc1ccc(S(=O)(=O)N2CCC(N3CCCCC3)CC2)cc1Cl the results were FBW7 activator -0.1, TEAD-YAP block -13, MITF inh -6 and GPR151 ag -0.5.
For O=C(Nc1ccccc1Cl)c1cc(S(=O)(=O)N2CCOCC2)cs1 the results were FBW7 activator 0.0, TEAD-YAP block 9, MITF inh 10 and GPR151 ag -1.0.
Cc1ccccc1NC(=O)CC(NCCCN1CCOCC1)C(=O)O (stereo not drawn) was read as FBW7 activator -0.2, TEAD-YAP block 0, MITF inh 0 and GPR151 ag 0.8.
For Cc1ccc(C)c(NC(=O)C(=O)NC(C)c2ccccc2)c1 (stereo not drawn) the results were FBW7 activator 0.4, TEAD-YAP block 1, MITF inh 24 and GPR151 ag 0.1.
Screening CCCS(=O)(=O)N1CCN(S(=O)(=O)CCC)CC1 returned FBW7 activator 0.2, TEAD-YAP block 2, MITF inh -2 and GPR151 ag -0.4.
For CC(=O)N1c2ccc(S(=O)(=O)N3CCCC3C(=O)NCc3cccnc3)cc2CC1C (stereo not drawn) the results were FBW7 activator 0.3, TEAD-YAP block 6, MITF inh 6 and GPR151 ag 0.4.
`CCC1CCCCN1C(=O)Cn1c(C(=O)OC)cc2sc(Cl)cc21` (stereo not drawn) gave FBW7 activator -0.1, TEAD-YAP block -5, MITF inh -4 and GPR151 ag 1.0.
CCN(CC)c1ccc2cc(C(N)=O)/c(=N/NC(=O)c3ccc(C)cc3)oc2c1 was read as FBW7 activator 0.1, TEAD-YAP block -4, MITF inh 20 and GPR151 ag -1.0.
For Cc1ccccc1C(=O)NCCc1nc(-c2ccc(Cl)cc2)n[nH]1 the results were FBW7 activator 0.1, TEAD-YAP block 4, MITF inh -2 and GPR151 ag 0.0.
`O=C1NC(=O)c2c(NC(=O)C3(c4ccc(Cl)cc4)CCCC3)cccc21` gave FBW7 activator 0.0, TEAD-YAP block -5, MITF inh -6 and GPR151 ag -2.7.
For COc1cccc(C(=O)NC(=S)Nc2ccccc2C(N)=O)c1 the results were FBW7 activator 0.0, TEAD-YAP block -23, MITF inh 10 and GPR151 ag 2.3.
CCOC(=O)c1oc2cc(O)c(CC)cc2c(=O)c1-c1nncn1-c1ccccc1 was read as FBW7 activator -0.1, TEAD-YAP block -3, MITF inh -9 and GPR151 ag 0.3.
COc1ccc(CC2(CO)CCN(S(=O)(=O)c3c(C)nn(C)c3Cl)CC2)cc1 was read as FBW7 activator 0.0, TEAD-YAP block -3, MITF inh -7 and GPR151 ag -0.1.
Screening CCn1c(SCC(=O)Nc2ccc(NC(=O)C3CC3)cc2)nnc1-c1cccs1 returned FBW7 activator 0.0, TEAD-YAP block -6, MITF inh 1 and GPR151 ag 0.6.
`CCCCNS(=O)(=O)c1ccc2c(c1)OCC(=O)N2` gave FBW7 activator 0.2, TEAD-YAP block -5, MITF inh 6 and GPR151 ag -0.2.

Structural class, those above containing a cyano group.
Screening N#CC1=C(N)Oc2n[nH]c(-c3ccc4ccccc4c3)c2C1c1ccc(O)cc1 (stereo not drawn) returned FBW7 activator -0.8, TEAD-YAP block 1, MITF inh -4 and GPR151 ag 0.4.
`N#CC1=C(N)Oc2c(oc(CO)cc2=O)C1c1cccc(Cl)c1Cl` (stereo not drawn) gave FBW7 activator 0.2, TEAD-YAP block 0, MITF inh 7 and GPR151 ag 0.2.

4 neighbouring entries already listed, quoted:
COc1ccc(CCNC(=O)c2ccc3nc(-c4c(C)nn(C)c4C)sc3c2)cc1 was read as FBW7 activator 0.1, TEAD-YAP block 0, MITF inh 8 and GPR151 ag 0.5.
`COc1ccc(CCNc2cc(N3CCC(N4CCOCC4)CC3)nc(N)n2)cc1` gave FBW7 activator -0.1, TEAD-YAP block 12, MITF inh 8 and GPR151 ag 0.5.
Cc1ccc(Cl)cc1NCc1c(CO)cnc(C)c1O was read as FBW7 activator 0.2, TEAD-YAP block -8, MITF inh -8 and GPR151 ag 0.1.
For Cc1cccc2c(=O)cc(C)n(CC(=O)Nc3ccccc3)c12 the results were FBW7 activator 0.0, TEAD-YAP block 0, MITF inh 0 and GPR151 ag 1.2.

(listing goes on)
For O=S(=O)(c1ccc(C(F)(F)F)cc1)N1CCCN(Cc2ccccc2)C1 the results were FBW7 activator 0.1, TEAD-YAP block -3, MITF inh 19 and GPR151 ag -0.8.
`Cc1nn(C)cc1CN(C)C(=O)c1cc2nc(-c3ccccc3)cc(C(F)(F)F)n2n1` gave FBW7 activator 0.0, TEAD-YAP block -18, MITF inh 4 and GPR151 ag -0.4.
`CC(C)N(Cc1ccccc1)C(=O)Cc1ccccc1` gave FBW7 activator 0.0, TEAD-YAP block 3, MITF inh 1 and GPR151 ag 0.4.
Screening Cn1c(C(=O)N2CCCC(C(=O)O)C2)cc2sccc21 (stereo not drawn) returned FBW7 activator 0.5, TEAD-YAP block -25, MITF inh 6 and GPR151 ag 1.2.
